Source: PubChem
V-ATPase pHluor = alters yeast V-ATPase proton transport; S. cerevisiae, pHLuorin cytosolic pH fluorescence; response, % at 10 µM; 350,000 tested, 0.37% active; AID 504577; in the data active means response mostly above about 7.3%, no sharp cut-off; inactive means mostly below about 5.4%; further: actives read high; inactives centre near 0; some compounds called inactive have numbers as strong as hits; reference of the scale not given here
MOR-DOR inv ag = inverse agonists of human mu-delta opioid receptor heterodimerization; inhibition, % at 9.3 µM; 340,000 tested, 0.21% active; P35372+P41143; cell-based MOR-DOR heterodimer luminescence, inverse agonism; in the data active means inhibition above about 22%, passing the limit was not always enough;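 further: 0% = cells with DMSO and 100% = wells without cells with DMSO; values of inactives mirror those of a sister screen read the other way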
Target sequence (P35372 whole entry, looked up): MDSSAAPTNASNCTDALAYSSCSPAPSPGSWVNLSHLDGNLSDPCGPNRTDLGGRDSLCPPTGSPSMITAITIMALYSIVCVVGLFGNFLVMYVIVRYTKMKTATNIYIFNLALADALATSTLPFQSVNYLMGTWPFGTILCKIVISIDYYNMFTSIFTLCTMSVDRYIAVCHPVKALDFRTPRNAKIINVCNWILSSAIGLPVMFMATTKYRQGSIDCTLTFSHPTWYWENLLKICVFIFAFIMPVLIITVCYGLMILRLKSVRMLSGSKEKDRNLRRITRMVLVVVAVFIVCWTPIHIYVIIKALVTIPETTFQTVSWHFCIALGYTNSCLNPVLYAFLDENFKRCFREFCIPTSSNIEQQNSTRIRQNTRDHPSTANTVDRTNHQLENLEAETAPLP
Target sequence (P41143 whole entry, looked up): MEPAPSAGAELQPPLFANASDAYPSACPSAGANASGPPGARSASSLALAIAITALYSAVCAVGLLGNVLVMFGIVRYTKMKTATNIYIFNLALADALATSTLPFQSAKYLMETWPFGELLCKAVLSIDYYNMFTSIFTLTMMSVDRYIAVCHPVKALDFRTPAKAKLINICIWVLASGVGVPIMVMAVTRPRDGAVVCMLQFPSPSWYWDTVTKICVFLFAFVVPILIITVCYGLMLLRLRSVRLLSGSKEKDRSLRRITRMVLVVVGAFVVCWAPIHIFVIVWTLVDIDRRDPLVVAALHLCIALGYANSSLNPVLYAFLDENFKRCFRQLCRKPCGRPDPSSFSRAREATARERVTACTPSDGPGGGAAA
DSG3 Ab inh = inhibitors of pemphigus antibody binding to human desmoglein-3; AID 588358; DSG3-coupled beads, scFv-anti-DSG3-GFP binding, flow cytometry; active compounds read low; P32926; 310,000 tested, 0.48% active; binding (percent of control), % at 10 µM;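 active means binding more than 3 SD below its plate's average and above zero; inconclusive means below that plate limit but binding exactly zero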;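 further: hits lower antibody fragment binding to DSG3; some compounds called inactive have numbers as strong as hits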
Wnt bcat act = Wnt/beta-catenin pathway activation. Wnt/beta-catenin reporter cell assay, activator, plate reader. activation, % at 9.35 µM. 300,000 tested, 1.2% active; in the data active means activation above about 30%, passing the limit was not always enough; inconclusive means no clear call, values can overlap the other calls;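 further: 0% = neutral control wells and 100% = positive control wells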
OPRM1-OPRD1 ag = agonists of human mu-delta opioid receptor heterodimerization; cells, OPRM1-OPRD1 heterodimerization, luminescence; activation, % at 9.3 µM; P35372+P41143; 340,000 tested, 0.3% active; in the data active means activation above about 18%;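 further: 0% = vehicle-treated cells and 100% = reference agonist; values of inactives mirror those of a sister screen read the other way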
Cardiac RTF inh = cardiac RTF calcium desensitization; 340,000 tested, 0.12% active; IANBD-labeled cardiac RTF, Ca2+ fluorescence; AID 493244; inhibition, % at 7.15 µM; P19429+P45379;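 active means inhibition above the mean inhibition of all tested compounds plus 3 SD, cut at about 17% in these data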;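 further: assay run at fixed EC70 calcium of 1.6 mM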
Keap1 Nrf2 FP = Keap1-Nrf2 (human) interaction inhibition; Q14145; Keap1 Kelch-Nrf2 peptide fluorescence polarization, 1536-well; inhibition, % at 9.4 µM; 340,000 tested, 0.15% active; AID 504523; in the data active means inhibition above about 12%; inconclusive means no clear call, values can overlap the other calls; inactive means below about 7.3%;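 further: human Keap1 Kelch domain with fluorescein labeled Nrf2 9mer peptide probe; 0% = neutral control wells and 100% = peptide positive control; higher means more block of Keap1 binding to Nrf2 peptide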
Arr AP2 block = human beta-arrestin and AP2 interaction inhibition | AID 504490 | inhibition, % at 10 µM | 340,000 tested, 0.31% active | FITC-arrestin peptide / GST-AP2 beads, flow cytometry; AP2 beta2 appendage carries R879A mutation;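 active means inhibition above a set limit, near 3 SD of compounds lacking own fluorescence, cut at about 54% in these data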;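 further: plate controls were DMSO wells for no effect and 5 µM unlabelled arrestin peptide for full effect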
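System: GST-AP2 R879A bound to glutathione beads, E. coli-expressed. Also added: 50 nM FITC-arrestin peptide. Schedule: compound with beads 12 min RT, then probe 1 h RT. Signal: bead flow cytometry, FITC channel. Read-out basis: percent response.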
LANA DNA inh = inhibitors of KSHV LANA C-terminal domain DNA binding. MBP-C-LANA/FAM-LBS DNA binding, fluorescence polarization. inhibition, % at 9 µM. 340,000 tested, 0.078% active;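 active means highest replicate inhibition at or above 60% at 9 µM, even if other replicates fall short; inactive means all replicates below 60% inhibition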;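 further: 0% = neutral control wells and 100% = 4 µM acridine orange control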
RTF Ca sens act = increases calcium sensitivity of human cardiac regulated thin filaments; P19429+P45379; IANBD-labeled TnC RTF fluorescence at EC20 calcium; 0% EC20 calcium, 100% full calcium; activation, % at 7.2 µM; 340,000 tested, 0.24% active;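 active means activation above the mean over all tested compounds plus 3 SD, cut at about 30% in these data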;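 further: rise in fluorescence read as greater calcium sensitivity of cardiac thin filaments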
* = called active by the depositor; ? = inconclusive; · = no result given. Rows were taken by chance (roughly 3.1% active in at least one column).

SMILES	V-ATPase pHluor	MOR-DOR inv ag	DSG3 Ab inh	Wnt bcat act	OPRM1-OPRD1 ag	Cardiac RTF inh	Keap1 Nrf2 FP	Arr AP2 block	LANA DNA inh	RTF Ca sens act
Cc1ccc(CN2CCN(/N=C/c3ccc(C)s3)CC2)c(C)c1	3	-23	100	-5	4.3	-23	-1	-3	0.8	0
COc1ccc(/C=N/NC(=O)Cn2c(Cc3ccc(OC)c(OC)c3)nc3ccccc32)cc1OC	-2	·	129	-3	·	-18	-3	30	1.4	5
COc1ccc(-c2nc(CS(=O)(=O)CC(=O)NCCCc3ccccc3)c(C)o2)cc1	-4	-4	·	0	0.7	-13	0	0	0.0	-6
COc1cc([N+](=O)[O-])ccc1NC(=O)CCCOc1ccc(C)cc1	2	-17	96	2	3.0	-13	-2	8	-1.5	-6
Cc1cccnc1NC(=O)CNC(=O)C12CC3CC(CC(C3)C1)C2	2	17	101	0	-2.6	-2	-1	-5	0.3	-2
O=C(Nc1ccc(-c2nc3ccccc3o2)cc1)c1ccc(N2CCOCC2)c([N+](=O)[O-])c1	3	-13	121	1	2.2	-10	-3	-11	-4.2	-15
O=C(Cc1cccc2ccccc12)NCCc1ccccc1	0	8	115	-2	-1.5	-1	0	-2	2.5	0
CN(Cc1ccc(Cl)cc1Cl)C(=O)c1cc(=O)c2ccccc2o1	-5	-14	101	-1	1.9	2	-9	-1	-1.6	6
COc1ccc(Cn2c(=O)oc3ccccc32)cc1F	2	16	104	-2	-3.4	-7	-2	-11	-0.9	1
CCN1C(=O)NC(c2cc(Br)ccc2OC)C(C(=O)OC)=C1C (centres undefined)	1	11	·	-3	-2.7	1	-11	-4	1.8	-1
Cc1ccccc1Cn1ccc(NC(=O)c2cc3ncc(Br)cn3n2)n1	-3	10	90	0	-2.0	-7	2	-6	-1.6	-3
CCCNS(=O)(=O)c1cccc(C(=O)OCc2cc(=O)oc3cc(OC)ccc23)c1	0	5	101	-6	-0.6	-15	-5	3	-1.9	3
COc1ccc(/C=C/C(=O)c2cc(F)ccc2OC(=O)c2ccccc2C)cc1OC	0	1	101	·	-0.2	0	-3	-14	-1.9	1
CCNC(=O)CCSc1nnc(-c2ccncc2)o1	6	8	120	0	-1.5	0	-3	-14	0.0	-4
C/C(=N\NC(=O)c1ccc(Cn2cc(Br)cn2)o1)c1ccc(NC(=O)c2ccoc2C)cc1	-4	6	104	11	-1.8	3	-1	5	-1.5	-3
Cc1ccccc1OCCn1c(C)nc2ccccc21	1	5	112	-5	-1.0	4	-3	18	-0.8	-10
CCOC(=O)C1=C(COC(=O)c2cccc(NC(C)=O)c2)NC(=O)NC1C (centres undefined)	5	9	101	-1	-1.6	-16	0	-1	-0.4	7
COc1ccc(-n2c(Cc3cccn3C)nnc2SCC(=O)N2CCCC2)cc1	-1	0	109	1	-0.1	-2	0	13	12	12
CC12CCC(=O)N1C(C(=O)N1CCN(c3ccccc3)CC1)CS2 (centres undefined)	3	12	101	3	-1.9	-1	-1	0	-1.4	-2
Cc1ccnc(NC(=S)NC(=O)c2cncc(Br)c2)c1	4	10	97	19	-1.8	-8	-1	-1	-1.0	-3

Reformatted as a markdown table: entries from further up.
| Compound | V-ATPase pHluor | MOR-DOR inv ag | DSG3 Ab inh | Wnt bcat act | OPRM1-OPRD1 ag | Cardiac RTF inh | Keap1 Nrf2 FP | Arr AP2 block | LANA DNA inh | RTF Ca sens act |
| --- | --- | --- | --- | --- | --- | --- | --- | --- | --- | --- |
| CCN1C(=O)NC(c2cc(Br)ccc2OC)C(C(=O)OC)=C1C (centres undefined) | 1 | 11 | · | -3 | -2.7 | 1 | -11 | -4 | 1.8 | -1 |
| Cc1ccccc1Cn1ccc(NC(=O)c2cc3ncc(Br)cn3n2)n1 | -3 | 10 | 90 | 0 | -2.0 | -7 | 2 | -6 | -1.6 | -3 |
| CCCNS(=O)(=O)c1cccc(C(=O)OCc2cc(=O)oc3cc(OC)ccc23)c1 | 0 | 5 | 101 | -6 | -0.6 | -15 | -5 | 3 | -1.9 | 3 |
| COc1ccc(/C=C/C(=O)c2cc(F)ccc2OC(=O)c2ccccc2C)cc1OC | 0 | 1 | 101 | · | -0.2 | 0 | -3 | -14 | -1.9 | 1 |
| CCNC(=O)CCSc1nnc(-c2ccncc2)o1 | 6 | 8 | 120 | 0 | -1.5 | 0 | -3 | -14 | 0.0 | -4 |
| C/C(=N\NC(=O)c1ccc(Cn2cc(Br)cn2)o1)c1ccc(NC(=O)c2ccoc2C)cc1 | -4 | 6 | 104 | 11 | -1.8 | 3 | -1 | 5 | -1.5 | -3 |
| Cc1ccccc1OCCn1c(C)nc2ccccc21 | 1 | 5 | 112 | -5 | -1.0 | 4 | -3 | 18 | -0.8 | -10 |
| CCOC(=O)C1=C(COC(=O)c2cccc(NC(C)=O)c2)NC(=O)NC1C (centres undefined) | 5 | 9 | 101 | -1 | -1.6 | -16 | 0 | -1 | -0.4 | 7 |
| COc1ccc(-n2c(Cc3cccn3C)nnc2SCC(=O)N2CCCC2)cc1 | -1 | 0 | 109 | 1 | -0.1 | -2 | 0 | 13 | 12 | 12 |
| CC12CCC(=O)N1C(C(=O)N1CCN(c3ccccc3)CC1)CS2 (centres undefined) | 3 | 12 | 101 | 3 | -1.9 | -1 | -1 | 0 | -1.4 | -2 |
| Cc1ccnc(NC(=S)NC(=O)c2cncc(Br)c2)c1 | 4 | 10 | 97 | 19 | -1.8 | -8 | -1 | -1 | -1.0 | -3 |

(continued)
SMILES	V-ATPase pHluor	MOR-DOR inv ag	DSG3 Ab inh	Wnt bcat act	OPRM1-OPRD1 ag	Cardiac RTF inh	Keap1 Nrf2 FP	Arr AP2 block	LANA DNA inh	RTF Ca sens act
Cc1ccc2occ(CN3CCN(c4ccccc4)CC3)c(=O)c2c1	-4	13	100	·	-2.5	2	1	-5	-0.3	6
C#CCOCCOCCOCCNc1nc(N2CCN(C(=O)CCCCCCCCCCNC(=O)[C@H](CCCCN)n3cc(CCCC(=O)O)nn3)CC2)nc(N2CCN(C(=O)CCCCCCCCCCNC(=O)[C@@H]([C@H](C)O)n3cc(C)nn3)CC2)n1	5	13	101	·	-2.3	0	-2	1	0.7	9
COc1ccc(CCNC(=O)NC23CC4CC(CC(C4)C2)C3)cc1OC	-3	3	·	·	-0.6	-9	3	13	1.1	7
CC1Cc2ccccc2N1C(=O)CSc1nc2ccccc2o1 (centres undefined)	2	15	101	·	-3.2	2	-6	9	0.1	-1
CCOC(=O)c1c(C)[nH]c(C)c1C(=O)CSc1nc2ccccc2c(=O)n1-c1ccccc1C	3	2	128	1	-0.4	11	-1	6	-1.0	2
CC(C1CC1)N(Cc1ccccc1)C(=O)NC(=O)c1cccc(F)c1 (centres undefined)	3	5	106	0	-1.0	-6	-6	-27	-0.8	2
CC(C)(C)n1nc2c(c1NC(=O)c1ccc(C(F)(F)F)cc1)CS(=O)(=O)C2	1	5	·	-1	-0.9	-6	-5	52	-1.0	-3
O=C1CSC(=S)N1/N=C/c1ccc(O)c([N+](=O)[O-])c1	-2	18	100	·	-3.1	6	0	-7	29	-7
N#CCCN(C(=O)COC(=O)C1CCN(S(=O)(=O)c2ccc3c(c2)OCCO3)CC1)c1ccccc1	-1	5	101	-1	-0.8	-1	0	-5	0.0	-2
CCc1ccc(CN2CCN(S(=O)(=O)Cc3ccccc3)CC2)cc1	-1	1	·	·	-0.1	-4	3	30	0.0	-1
Cc1nc(C)c(C(=O)OCC(=O)NCc2ccccc2Cl)s1	0	2	122	-9	-0.4	-2	-9	28	1.5	1
c1ccc(OCCCCN2CCOCC2)cc1	0	5	102	-2	-0.8	-2	-3	35	3.0	-3
CCOCCCN1CC(=O)N2[C@@H](Cc3c([nH]c4ccccc34)C2(C)C)C1=O	2	2	94	-1	-0.5	1	-1	43	-0.6	2
CCc1cc(CNC(=O)CC2C(=O)NCCN2CC2CCCCC2)on1 (centres undefined)	-5	4	106	-2	-0.6	-2	2	30	2.6	-3
Cc1noc(C)c1NC(=O)Nc1cccc2c1O[C@H](CN(C)S(=O)(=O)c1ccccc1)[C@@H](C)CN([C@H](C)CO)C2=O	-1	10	93	-3	-2.1	-2	-2	-5	-1.7	2
CC(=O)N(C)c1ccc(NS(=O)(=O)c2cccc3nsnc23)cc1	-3	10	92	0	-2.1	-8	-2	-5	4.3	-1
COc1ccc(OC)c(NC(=O)CSc2nc3[nH]c(=O)[nH]c(=O)c3s2)c1	-1	7	102	8	-1.3	1	1	39	-1.6	1
CCN(CC)C(=O)CSc1nnc(SCc2ccc(Cl)cc2)s1	4	-6	95	-5	1.1	7	-2	4	0.8	4
COc1cc(NC(=O)c2c(-c3ccccc3Cl)noc2C)c2ncccc2c1	-6	16	101	0	-3.0	-13	2	-11	-0.2	-3
O=C(CSc1nc(O)cc(=O)n1-c1ccccc1)Nc1ccc2c3c(cccc13)CC2	5	-37	41*	-6	5.1	-8	-1	-2	1.2	5
COc1ccc(-n2cc(CNCCc3cnc[nH]3)c(-c3cccc(F)c3)n2)cc1	1	19	109	·	-4.0	6	-4	1	-1.1	5
COCCN(C(=O)CSc1nc2ccccc2c(=O)n1CC(C)C)c1c(N)n(Cc2ccccc2)c(=O)[nH]c1=O	-1	9	98	-3	-1.8	-13	1	-8	-0.6	8
COC(=O)CSc1nnc(Cc2ccccc2)n1-c1ccc(C)cc1	1	10	102	-2	-1.7	-2	2	0	1.3	0
Clc1ccc(-c2nnc3sc(Cc4cccs4)nn23)c(Cl)c1	1	-5	93	-4	1.0	-6	-3	4	0.3	-4
C[n+]1ccccc1/C=C/c1ccc(C#N)cc1	0	7	104	-1	-1.5	-6	1	-12	-2.8	0
Cn1c(=NC(=O)CS(=O)(=O)c2ccc(F)cc2)sc2ccccc21	-2	9	104	-2	-1.4	-17	-5	-6	0.3	0
O=C(O)c1ccc(/C=N/NC(=O)c2cc(-c3cccs3)nc3ccccc23)cc1	-3	0	82	·	0.1	-7	-2	7	0.5	-2
CS(=O)(=O)N1CCN(c2ccccc2NC(=O)c2ccc([N+](=O)[O-])o2)CC1	2	-20	28*	3	3.5	2	-1	33	-1.3	-5
O=C(CN1CCOCC1)Nc1ccc(-c2nc3ccccc3[nH]2)cc1	0	5	·	·	-0.9	-5	-3	16	0.2	-2
O=C(NCC(=O)N(Cc1ccccc1)C(C(=O)NCC1CCCO1)c1ccccc1)c1ccco1 (centres undefined)	0	10	·	2	-1.8	10	2	16	0.4	-5
Cc1nnc(SCc2nc3ccccc3nc2C)s1	-1	15	·	·	-3.7	-2	1	25	-0.8	-4
Cc1ccc(CNC(=O)CN(Cc2cccs2)C(=O)C2(C)CC(=O)N=C3C=CC=CN32)cc1 (centres undefined)	1	10	117	0	-1.8	3	0	17	-2.3	0
C=CCN1C(=O)C(Cc2ccc(SC(F)F)cc2)SC1=Nc1ccc(C(=O)O)cc1 (centres undefined)	7	-5	105	-1	0.9	-13	-8	4	1.6	10
Cn1nc(C(=O)NNC(=O)C2CSC3(C)CCC(=O)N23)c2ccccc2c1=O (centres undefined)	-2	9	101	0	-1.4	-6	1	4	-0.1	-3
Cc1ccc(SCCC(=O)N2CCC(C)CC2)cc1	-3	-3	82	?	0.6	3	-1	1	-0.4	4
